# From PubChem
# NadD block: NadD (S. aureus) enzyme inhibition. inhibition, % at 20 µM. AID 602399. purified NadD enzyme, colorimetric absorbance read-out. 0.78% of 360,000 active; in the data active = inhibition above about 26%; also: some compounds past the cut are filed as inactive
# CSN deneddyl inh: inhibitors of human CSN-mediated cullin deneddylation; Q92905; Purified CSN, SCF-Nedd8-OG deneddylation, fluorescence polarization; inhibition, % at 12.5 µM; 0.38% of 360,000 active;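 active = pattern-corrected inhibition above about 35%, with an unprinted fluorescence ratio check between 0.5 and 1.5, limit read from the data, passing the limit was not always enough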;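 also: 0% = enzyme with substrate and 100% = substrate without enzyme; some results filed as inactive read as strong as hits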
# Target sequence (Q92905 whole entry, looked up, one chain of several): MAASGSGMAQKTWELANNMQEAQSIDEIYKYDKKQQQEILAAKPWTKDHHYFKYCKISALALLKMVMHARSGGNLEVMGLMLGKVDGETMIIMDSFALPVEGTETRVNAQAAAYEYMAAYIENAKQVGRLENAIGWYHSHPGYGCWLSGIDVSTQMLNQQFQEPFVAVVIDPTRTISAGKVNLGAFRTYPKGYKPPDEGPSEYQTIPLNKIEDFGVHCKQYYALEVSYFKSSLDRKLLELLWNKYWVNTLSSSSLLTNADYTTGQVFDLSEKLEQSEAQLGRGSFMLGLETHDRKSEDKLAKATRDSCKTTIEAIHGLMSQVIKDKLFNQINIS
#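 Assay system: purified human Csn5 enzyme expressed in HEK293T cells; Input: 0.24 nM Csn5 enzyme, final concentration; Reagent: 10 nM SCFSkp2-Nedd8OG; Compound dosing: 12.5 µM single point; Times: reaction 90 min, room temperature; Technique: fluorescence polarization readout.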
# TbMetRS inhib: blocks T. brucei methionyl-tRNA synthetase activity; 0.4% of 360,000 active; AID 624268; purified T. brucei MetRS, ATP depletion, Kinase-Glo luminescence; inhibition, % at 11.9 µM;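 active = inhibition above a per-plate cutoff of the control wells' mean inhibition plus 3 SD, cut at about 5.5% in these data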;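 also: 0% = DMSO wells median and 100% = median of wells with control inhibitor compound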
#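 Test system – parasite MetRS enzyme · Reagent – substrates ATP, L-methionine and bulk Escherichia coli tRNA · Doses – 11.9 µM compound single dose, 0.9% DMSO · Times – 15 min enzyme-compound preincubation, 2 h reaction, 10 min detection, 25 °C · Signal – Kinase-Glo luminescence, ATP depletion format · Controls – DMSO-only wells as low control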
# LMPTP block: blocks human LMPTP phosphatase. recombinant LMPTP-A, OMFP fluorogenic substrate, fluorescence intensity. inhibition, % at 20 µM. 0.22% of 360,000 active;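 active = compounds that cut the enzyme signal by at least half of the control window in the single-dose screen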;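 also: plate controls were DMSO wells with enzyme plus substrate for no effect and substrate without enzyme for full effect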
# Target sequence (P24666 whole entry, looked up): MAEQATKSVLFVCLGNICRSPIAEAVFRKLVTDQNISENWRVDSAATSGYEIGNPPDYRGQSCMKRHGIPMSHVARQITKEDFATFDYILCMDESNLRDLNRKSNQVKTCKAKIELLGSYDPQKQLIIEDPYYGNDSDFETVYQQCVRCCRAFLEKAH
#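 Test system: LMPTP-A phosphatase enzyme; input: 0.625 nM LMPTP-A final; reagent: OMFP substrate, 400 µM final; compound dosing: 20 µM single dose, 3% DMSO; incubation: 50 min dark incubation at room temperature; measured by: endpoint fluorescence intensity from OMFP dephosphorylation; measure: % inhibition relative to no-enzyme and uninhibited control wells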
# Scp-1 inhibitor: inhibitors of human Scp-1 phosphatase. Recombinant Scp1, phosphopeptide, malachite green phosphate absorbance. 0.88% of 340,000 active. inhibition, % at 20 µM. AID 493091;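 active = inhibition above about 50% at 20 µM, limit read from the data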;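 also: plate controls were DMSO wells with enzyme for no effect and wells lacking enzyme for full effect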
#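 Test system – truncated SCP-1 phosphatase (76-261aa) · Reagent – Phosphorylated 17-residue peptide substrate · Incubation – 45 min room-temperature reaction, 5 min colour, 30 min stabiliser · Detection – colorimetric phosphate reagent with accelerator and stabiliser, absorbance at 630 nm · Measure – % inhibition at 20 µM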
# SUMO1 PPI mod: modulators of human SUMO1-mediated protein-protein interactions; inhibition, % at 20 µM; AID 602429; SUMO1 binding to a labelled peptide, TR-FRET, 1 h; 0.33% of 360,000 active; in the data active = inhibition above about 37%
# DNMT1 inh: inhibitors of human DNMT1; P26358; DNMT1 molecular beacon, Hinp1I cleavage, fluorescence; inhibition (reported as % activation of signal), % at 10 µM; 0.83% of 360,000 active; in the data active = inhibition above about 50%
# PABP1 MLLE inh: inhibitors of microRNA-mediated deadenylation, human PABP1 MLLE binding. P11940. GST-MLLE / FITC-PAM2 fluorescence polarization. 0.36% of 360,000 active. inhibition, % at 20 µM. AID 588489; in the data active = inhibition above about 35%, passing the limit was not always enough;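 also: plate controls were DMSO wells with GST-MLLE for no effect and wells lacking GST-MLLE protein for full effect; some results filed as inactive read as strong as hits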
# Rpn11 inh: blocks the human proteasome subunit Rpn11; O00487; human 26S proteasome, Ub4-pepOG fluorescence polarization; 20S core pre-blocked with epoxomicin; calls only at 20 µM; 0.59% of 360,000 active;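 active = inhibition at 20 µM, scaled to each plate's controls, above about 33%, limit read from the data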
# STEP block: STEP (human) phosphatase inhibition; AID 588621; recombinant STEP, OMFP fluorogenic substrate, fluorescence; 0.25% of 360,000 active; inhibition, % at 20 µM; P54829;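 active = inhibition at 20 µM, scaled per plate between control wells, above about 37%, limit read from the data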;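 also: 0% = DMSO with enzyme and substrate and 100% = substrate only without enzyme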
# Target sequence (P54829 whole entry, looked up): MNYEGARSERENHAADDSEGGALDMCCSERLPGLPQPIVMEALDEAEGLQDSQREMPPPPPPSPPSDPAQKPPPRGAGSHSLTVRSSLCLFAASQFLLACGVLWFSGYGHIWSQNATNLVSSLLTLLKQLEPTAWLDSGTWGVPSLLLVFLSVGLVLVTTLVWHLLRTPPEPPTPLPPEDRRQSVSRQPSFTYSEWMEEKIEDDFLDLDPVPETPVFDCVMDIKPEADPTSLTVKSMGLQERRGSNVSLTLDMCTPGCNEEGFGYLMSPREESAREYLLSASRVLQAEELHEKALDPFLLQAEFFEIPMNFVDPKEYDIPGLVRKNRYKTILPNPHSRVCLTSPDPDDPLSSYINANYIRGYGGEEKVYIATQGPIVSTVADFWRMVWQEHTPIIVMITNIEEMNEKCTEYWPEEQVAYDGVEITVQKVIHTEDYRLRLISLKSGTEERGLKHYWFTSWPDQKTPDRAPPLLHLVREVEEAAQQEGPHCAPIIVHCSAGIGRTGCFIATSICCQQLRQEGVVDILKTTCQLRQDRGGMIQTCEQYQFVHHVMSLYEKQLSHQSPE
#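 Test system: STEP tyrosine phosphatase / Reagent: OMFP at 25 µM / Doses: 20 µM, 1% DMSO / Read-out: percent inhibition scaled to no-enzyme and uninhibited-enzyme controls, plate-pattern corrected / Detection: FITC-channel fluorescence of OMFP product / Medium: Bis-Tris buffer pH 6.0, 2.5 mM DTT, 0.005% Tween 20 / Schedule: 20 min at room temperature, dark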
# The depositor's hits bear a star; i = inactive; . = no result given.
(1) CCc1cccc(CC)c1N1C(=O)CSCC1=O
(2) O=C(c1cccc(S(=O)(=O)N2CCN(c3ccc(F)cc3)CC2)c1)N1CCCC1
(3) COc1ccccc1C(=O)/C=C/c1ccc(N2CCCCC2)c([N+](=O)[O-])c1
(4) Cn1c(Cn2c(=O)sc3ccccc32)nnc1SCC(=O)NCc1ccc(F)cc1
(5) CC(C)O/C(=N/S(=O)(=O)c1ccc(Cl)cc1)c1ccccc1
(6) O=C(Cc1c(F)cccc1Cl)N1CCN(C(=O)c2ccco2)CC1
(7) Cc1ccc(F)c([C@H]2C3C=CCC(c4ccccc4)C3C(=O)N2Cc2ccccc2)c1 (stereo partly drawn)
(8) Cc1cccc(NC(=O)CCc2c(C)nn(-c3ccc(N4CCOCC4)nn3)c2C)c1
(9) C=CC[C@@H](CC(=O)N[C@@H](CO)Cc1ccccc1)C(=O)N[C@H](COC(=O)[C@@H](CC=C)Cc1ccc(F)cc1)Cc1ccccc1
(10) C=CCc1ccccc1OCCCCN1CCCC1
assay / compound	1	2	3	4	5	6	7	8	9	10
NadD block	1.1	0.2	4.9	3.8	0.9	1.9	7.8	-11.2	-0.1	-8.6
CSN deneddyl inh	-2.7	3.7	4.4	6.1	-0.6	-3.2	1.4	-1.0	-2.0	0.1
TbMetRS inhib	-0.4	-0.5	-0.6	0.5	0.0	0.3	-0.3	-0.8	-0.3	-0.3
LMPTP block	-0.4	0.7	6.1	0.4	0.8	-1.8	6.1	0.1	-1.5	-3.8
Scp-1 inhibitor	.	4.6	-7.6	-6.9	-6.7	-10.8	-6.2	-4.0	-5.2	-18.1
SUMO1 PPI mod	-0.2	-1.7	-10.1	-1.7	-0.5	6.1	0.9	1.0	4.3	2.5
DNMT1 inh	2.0	-0.8	11.5	0.2	10.0	4.1	8.4	-1.2	61.7*	-0.5
PABP1 MLLE inh	-8.3	-0.2	7.7	2.5	-7.3	7.0	9.8	5.3	10.2	1.1
Rpn11 inh	i	i	i	i	i	i	i	i	i	i
STEP block	0.6	-1.5	7.5	-1.6	0.1	-1.9	-2.1	-0.4	0.3	1.0

(11) COc1cccc(CNC(=O)COC(=O)c2cccc(S(=O)(=O)N3CCCC3)c2)c1
(12) Cc1ccc2nc(/C(C#N)=C/c3ccc(O)c(O)c3)[nH]c2c1
(13) C/C=C/c1ccc(OCC(O)CN2CCCCC2CC)c(OC)c1 (stereo not drawn)
(14) CN(C(=O)c1ccnn1C)C1CCCN(Cc2ccccc2F)C1 (stereo not drawn)
(15) Cc1nc2ccc(Cl)cc2c(-c2ccccc2)c1C(=O)N(C)C
(16) O=C(NC(c1ccc(F)cc1)c1ccc2ccccc2n1)C1CCN(CCOc2ccc(Cl)cc2Cl)CC1 (stereo not drawn)
(17) COc1ccccc1NC(=S)N1CC(C)OC(C)C1 (stereo not drawn)
(18) Cc1ccc(C(C)C)c(OCc2ccc(-c3nnco3)cc2)c1
(19) Cc1nc2c(-c3ccc(F)cc3)c(C)nn2c(C)c1CCC(=O)Nc1ccccc1F
(20) Cc1ncc(C[n+]2csc(CCOC(=O)CC34CC5CC(CC(C5)C3)C4)c2C)c(N)n1
assay / compound	11	12	13	14	15	16	17	18	19	20
NadD block	-5.0	7.3	-9.0	-1.4	4.3	8.5	0.4	-4.8	-3.6	-3.6
CSN deneddyl inh	-2.8	58.6*	-4.5	-0.2	0.3	5.1	5.5	-9.6	3.0	0.4
TbMetRS inhib	-0.1	0.3	0.0	-0.1	-0.8	-0.1	-1.2	-0.5	-0.3	-1.0
LMPTP block	-0.7	6.9	-1.4	-0.9	-1.3	4.9	-2.9	2.5	2.6	-1.0
Scp-1 inhibitor	-6.6	-7.0	-7.4	-6.9	-0.5	.	1.0	-4.5	-5.2	-11.8
SUMO1 PPI mod	2.5	-36.8	-0.7	7.5	1.9	-9.0	0.7	-1.6	1.7	-0.5
DNMT1 inh	0.8	23.1	-0.6	3.0	-3.7	-11.4	0.0	-2.5	10.1	3.8
PABP1 MLLE inh	-6.3	-154.1	0.1	10.2	0.3	9.3	-0.4	-11.0	3.7	13.1
Rpn11 inh	i	.	i	i	i	i	i	i	i	i
STEP block	-3.5	3.9	3.1	-2.3	-2.5	4.1	-0.5	2.4	2.5	0.9

(21) O=C1C(=O)N(O)C2CCCCC2N1O (stereo not drawn)
(22) COc1ccccc1CNC(=O)CSc1ccc(-c2cccs2)nn1
(23) O=C(C1CC1)N1c2ccccc2Sc2ccccc21
(24) CCOC(=O)c1c(C)nc(C)c(C(=O)OCC)c1-c1ccco1
(25) O=C(COC(=O)CCC(=O)c1ccc(Cl)cc1)NCc1ccc(F)cc1
(26) CC(Oc1ccc2ccccc2c1)C(=O)NNC(=O)Nc1ccccc1 (stereo not drawn)
(27) COC(=O)c1cc(Cl)c(NC(=O)C(C)C)cc1OC
(28) O=C(N=Nc1c(O)[nH]c2ccc(F)cc12)C1COc2ccccc2O1 (stereo not drawn)
(29) Nc1cc(Cl)ccc1C(=O)OCC(=O)N1CCCCCC1
(30) CCOC(=O)c1ccc(NC(=O)CSc2nnc(CCc3ccc(C)o3)n2-c2ccccc2)cc1
assay / compound	21	22	23	24	25	26	27	28	29	30
NadD block	0.6	-1.2	-5.6	5.3	-3.8	0.3	-5.2	-3.4	1.1	1.9
CSN deneddyl inh	-8.5	-0.6	-3.1	-0.1	3.5	-0.9	-0.2	0.1	-0.5	-0.9
TbMetRS inhib	-0.1	-0.5	-1.0	0.0	0.0	0.8	-1.3	-1.1	0.3	-0.1
LMPTP block	-1.9	-0.2	-0.6	-2.9	0.2	0.1	-0.8	2.5	-0.7	1.8
Scp-1 inhibitor	-6.8	-5.2	-2.8	18.1	-18.1	-3.1	-2.6	-8.4	-4.9	2.0
SUMO1 PPI mod	0.6	-13.0	3.9	12.5	0.0	-4.7	0.3	-11.9	-3.9	2.4
DNMT1 inh	-0.6	-0.2	-2.8	7.6	0.7	-0.5	-2.9	0.1	4.7	-0.9
PABP1 MLLE inh	-3.8	-18.4	-0.8	-16.0	1.6	-7.0	-0.5	6.6	-12.0	-6.6
Rpn11 inh	i	i	i	i	i	i	i	i	i	i
STEP block	2.1	-0.4	1.8	4.6	-2.9	-0.8	-2.8	0.6	0.6	3.8

# Looked up by compound from the list above:
(21) O=C1C(=O)N(O)C2CCCCC2N1O (stereo not drawn)
(24) CCOC(=O)c1c(C)nc(C)c(C(=O)OCC)c1-c1ccco1
(25) O=C(COC(=O)CCC(=O)c1ccc(Cl)cc1)NCc1ccc(F)cc1
(26) CC(Oc1ccc2ccccc2c1)C(=O)NNC(=O)Nc1ccccc1 (stereo not drawn)
(29) Nc1cc(Cl)ccc1C(=O)OCC(=O)N1CCCCCC1
assay / compound	21	24	25	26	29
NadD block	0.6	5.3	-3.8	0.3	1.1
CSN deneddyl inh	-8.5	-0.1	3.5	-0.9	-0.5
TbMetRS inhib	-0.1	0.0	0.0	0.8	0.3
LMPTP block	-1.9	-2.9	0.2	0.1	-0.7
Scp-1 inhibitor	-6.8	18.1	-18.1	-3.1	-4.9
SUMO1 PPI mod	0.6	12.5	0.0	-4.7	-3.9
DNMT1 inh	-0.6	7.6	0.7	-0.5	4.7
PABP1 MLLE inh	-3.8	-16.0	1.6	-7.0	-12.0
Rpn11 inh	i	i	i	i	i
STEP block	2.1	4.6	-2.9	-0.8	0.6

# (cont.)
(31) COc1cccc(NC(C)(C)c2nnnn2-c2c(C)cccc2C)c1
(32) Cc1ccccc1Nc1nnc(SCC(=O)NC2CCCc3ccccc32)s1 (stereo not drawn)
(33) Cc1ccc(C)n1-n1cnc2sc3c(c2c1=O)CCCCC3
(34) C=CCn1c(N)c(C(=O)OC(C)(C)C)c2nc3ccccc3nc21
(35) CC(=O)c1ccc(S(=O)(=O)NCC(=O)NC(c2nc3ccccc3[nH]2)C(C)C)cc1 (stereo not drawn)
(36) O=C(CNCCO)Nc1ccc(F)c(Cl)c1
(37) O=C(O)c1cc(-c2ccc(/C=C3\NC(=O)N(c4ccccc4)C3=O)o2)ccc1Cl
(38) CCOC(=O)C(C)CC(C)C(=O)N1CCOCCN(C(=O)C(C)CC(C)C(=O)OCC)CCOCC1 (stereo not drawn)
(39) CCOC(=O)c1c(C)[nH]c(C(=O)N2CCCC(C(=O)c3ccccc3OC)C2)c1C (stereo not drawn)
(40) C=C(C)[C@@H]1CCC2(C(=O)O)CC[C@]3(C)[C@H](CC[C@@H]4[C@@]5(C)CCC(=O)C(C)(C)[C@@H]5CC[C@]43C)[C@@H]12 (stereo partly drawn)
(41) O=C(c1[nH]c(C(F)(F)F)nc1-c1ccccc1)N1CCN(c2c(Cl)cncc2Cl)CC1
(42) Cc1ccccc1C(=O)N1CCCC(N2CCN(Cc3ccc4c(c3)OCO4)CC2)C1 (stereo not drawn)
(43) CCN1CCN(C(CNS(=O)(=O)c2ccc(C)cc2)c2cccnc2)CC1 (stereo not drawn)
assay / compound	31	32	33	34	35	36	37	38	39	40	41	42	43
NadD block	2.9	0.4	-5.2	-3.7	-5.3	0.9	-3.3	-5.9	-3.2	48.0*	4.1	-0.4	0.7
CSN deneddyl inh	1.7	1.4	4.1	4.5	-0.9	-2.4	24.3	3.4	3.6	2.5	1.1	3.0	1.2
TbMetRS inhib	-0.3	-0.6	-0.8	0.1	-0.3	-0.6	-0.8	0.3	-0.5	-0.1	-0.9	-0.4	-0.5
LMPTP block	2.6	-0.4	-1.0	0.4	0.8	-1.1	-1.2	-4.0	-1.1	2.1	-0.3	-1.3	-1.4
Scp-1 inhibitor	-1.9	-4.2	-9.7	-2.9	-8.1	-0.4	72.6*	-8.6	-5.8	4.4	.	-5.0	4.6
SUMO1 PPI mod	4.1	-0.7	-2.0	-1.7	4.5	4.6	8.8	-0.7	0.8	2.4	10.5	-1.3	3.3
DNMT1 inh	2.2	3.1	-1.3	-2.9	-6.4	-1.2	56.9*	2.8	0.6	55.0*	5.7	1.5	2.2
PABP1 MLLE inh	11.3	-6.4	-0.2	-3.7	23.2	-10.8	-3.5	10.2	23.3	-0.7	-11.4	-10.2	13.1
Rpn11 inh	i	i	i	i	i	i	i	i	i	i	i	i	i
STEP block	-0.2	-2.7	3.1	2.9	-0.2	-3.0	40.2*	0.4	-2.9	0.9	0.7	-1.1	-1.2
